# WRN helicase inh – inhibitors of human WRN helicase; Q14191; Potency, µM (series often up to 114 µM), inactives show at the highest dose activity change, negative = inhibition, hits mostly inhibitors; WRN helicase unwinding, fluorescent forked duplex, kinetic; 360,000 compounds, 0.46% hits; also: potency is read from the fitted curve at half-maximal effect; % is scaled to controls: 0 for no effect and ±100 for the full control effect; nearly all actives have a fitted effect of over 55% in size
#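 Kinetic red-fluorescence monitoring (525/598 nm) tracks WRN helicase activity after 100 nM fluorophore-quencher forked duplex and 2 mM ATP are added to 20 nM enzyme pretreated 15 min at room temperature with compound.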
# PI5P4K alpha inh – blocks human PI5P4K alpha kinase activity | P48426 | PI5P4Kalpha enzyme, ADP-Glo luminescence, 60 min; hits give low values | max response, % | 330,000 compounds, 1.2% hits | AID 652105; active = max response of -50% or lower; inconclusive = between -30% and -50%; inactive = -30% or higher; also: value at the top dose of about 77 µM; % is scaled to controls: 0 for no effect and ±100 for the full control effect
#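 Quantitative HTS of the MLSMR library against PI5P4Kalpha with substrate. ATP added last at 5 microM final; room temperature, 60 minutes. Remaining ATP depleted, ADP converted and read as luminescence.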
# GLP1R cytotox – cytotoxicity in counter-screen for GLP-1R inverse agonists | Potency, µM (series often up to 38.3 µM), for inactives: at the highest dose activity change, negative = inhibition, hits mostly inhibitors | 410,000 compounds, 0.13% hits | HEK293 cAMP-luciferase reporter cells, luminescence, 24 h;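 also: loss of luciferase light is scored as toxicity; potency is read from the fitted curve at half-maximal effect; % is scaled to controls: 0 for no effect and ±100 for the full control effect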
#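 Cells in DMEM/10% Nu serum/1% pen-strep, 1536-well format. Pre-incubated 12 h, dosed with 23 nL compound, incubated a further 24 h. Luciferase detection, 12 min at room temp, luminescence.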
# DRD3 antagonist – antagonists of human D3 dopamine receptor. P35462. D3R cells, DiscoveRx beta-arrestin luminescence, antagonist mode; hits give low values. max response, negative = inhibition, %. 360,000 compounds, 2.5% hits. AID 652054; in the data active = max response below about -50%; inconclusive = no clear call, values can overlap the other calls; also: % is scaled to controls: 0 for no effect and ±100 for the full control effect; mostly tested at two doses, the higher about 12 µM
#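 Cells plated overnight at 1500 cells/well, then exposed to library compounds with dopamine controls for 90 minutes at 37 degrees C. DiscoveRx reagent added for 30–60 minutes at room temperature; luminescence read, quantitative HTS format.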
# DRD3 agonist – activates the human D3 dopamine receptor. P35462. D3R DiscoveRx beta-arrestin cells, luminescence, 90 min. max activation, %. 410,000 compounds, 0.58% hits; in the data active = max activation above about 30%; also: 0% is about no effect; mostly tested at two doses, the higher about 12 µM
#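 Agonist mode: compounds and dopamine controls were applied to plated cells for 90 min at 37 degrees C after an overnight attachment at 1500 cells/well. Luminescent read-out followed 30 - 60 minutes at room temperature with DiscoveRx detection reagent.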
# IL-2 act – activates IL-2 in a cell-based reporter assay; activation, % (series mostly up to about 46 µM); IL-2 activation reporter assay, cell-based qHTS; stimulated with anti-CD3/CD4/CD28 beads; in transgenic mouse T cells; 360,000 compounds, 0.065% hits; AID 652025; in the data active = activation above about 50%; inconclusive = mostly about 30% to 49%; also: 0% is about no effect
#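 Using fluorescent plate cytometry, EGFP and DsRed are detected in transgenic mouse T cells stimulated 18 h at 37 degrees C with antibody-coated beads after 60 min compound pretreatment.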
# GLP1R inv ag – GLP-1 receptor (human) inverse agonism; Potency, µM (top dose mostly 38.3 µM), for inactives: at the highest dose activity change, negative = inhibition, actives largely listed as inhibitors; 410,000 compounds, 1.6% hits; HEK293 GLP-1R CRE-luciferase, luminescence, 24 h; GLP-1R form is constitutively active; P43220; also: potency is read from the fitted curve at half-maximal effect; % is scaled to controls: 0 for no effect and ±100 for the full control effect; nearly all actives have a fitted effect of over 55% in size
# Target sequence (P43220 whole entry, looked up): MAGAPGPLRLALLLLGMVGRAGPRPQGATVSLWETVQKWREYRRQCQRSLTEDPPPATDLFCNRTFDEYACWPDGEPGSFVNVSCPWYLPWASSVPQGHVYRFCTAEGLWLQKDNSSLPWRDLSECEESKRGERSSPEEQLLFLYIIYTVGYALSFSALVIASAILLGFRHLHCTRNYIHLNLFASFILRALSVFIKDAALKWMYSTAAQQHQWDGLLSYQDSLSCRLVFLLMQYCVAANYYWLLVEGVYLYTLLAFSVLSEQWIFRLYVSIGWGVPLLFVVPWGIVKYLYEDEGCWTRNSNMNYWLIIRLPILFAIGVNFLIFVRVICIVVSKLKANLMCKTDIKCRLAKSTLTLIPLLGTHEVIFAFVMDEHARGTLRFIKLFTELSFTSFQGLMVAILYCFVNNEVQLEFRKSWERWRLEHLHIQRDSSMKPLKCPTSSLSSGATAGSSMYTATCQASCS
#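 Using stably transfected HEK293 (constitutively active GLP-1R, cAMP-luciferase reporter), compounds were incubated 24 hr and luciferase measured by luminescence.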
# GLP-1R agonist – GLP-1 receptor (human) agonism | HEK293 GLP-1R CRE-luciferase, luminescence, 4-6 h; cells express a hypersensitive GLP-1R form | Potency, µM (doses to about 45.6 µM), inactives show top-dose activation, most hits filed as activators | AID 624172 | P43220 | 380,000 compounds, 0.007% hits; also: potency is read from the fitted curve at half-maximal effect; % of control where 0% means no effect
# PLK1 PBD inh – PLK1 (human) polo-box domain binding inhibition | P53350 | Plk1 PBD binding of FITC phosphopeptide, fluorescence polarization | Potency, µM, for inactives: max response, negative = inhibition, hits mostly inhibitors | 360,000 compounds, 2.8% hits | AID 720504; also: potency is read from the fitted curve at half-maximal effect; series mostly up to about 57 µM; % is scaled to controls: 0 for no effect and ±100 for the full control effect; nearly all actives have a fitted effect of over 65% in size
# Target sequence (P53350 whole entry, looked up, the tested form may be a part): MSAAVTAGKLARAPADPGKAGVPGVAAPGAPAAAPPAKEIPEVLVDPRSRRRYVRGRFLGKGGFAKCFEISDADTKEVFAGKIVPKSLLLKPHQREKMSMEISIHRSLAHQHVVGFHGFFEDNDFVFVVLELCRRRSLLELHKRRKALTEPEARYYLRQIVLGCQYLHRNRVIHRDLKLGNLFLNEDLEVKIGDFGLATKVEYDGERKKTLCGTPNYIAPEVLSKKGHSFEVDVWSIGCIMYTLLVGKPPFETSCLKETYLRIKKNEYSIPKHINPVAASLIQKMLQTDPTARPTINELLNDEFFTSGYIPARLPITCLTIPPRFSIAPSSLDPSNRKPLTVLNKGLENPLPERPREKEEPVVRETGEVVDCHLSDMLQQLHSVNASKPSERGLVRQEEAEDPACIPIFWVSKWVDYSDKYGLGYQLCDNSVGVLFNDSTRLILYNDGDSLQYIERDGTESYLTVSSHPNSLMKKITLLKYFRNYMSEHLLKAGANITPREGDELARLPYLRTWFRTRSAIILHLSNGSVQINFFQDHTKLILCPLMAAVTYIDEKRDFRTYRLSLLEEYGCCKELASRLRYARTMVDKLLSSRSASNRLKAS
# Starred values were filed as active, the others as inactive; ? = inconclusive; · = no result given; [ ] = dose if it differs, or a comment. Unless noted, calls follow the shape of the dose curve; as a rule, active = well fitted curve in the direction sought with a large enough effect; inconclusive = small, poorly fitted or top-dose-only effect, or another doubt; inactive = no such curve, though single readings can be large; an effect the other way counts as inactive or inconclusive.
# Start of the data: the first three compounds, to show the layout:
SMILES,WRN helicase inh,PI5P4K alpha inh,GLP1R cytotox,DRD3 antagonist,DRD3 agonist,IL-2 act,GLP1R inv ag,GLP-1R agonist,PLK1 PBD inh
O=C1C2C3C=CC(C3=C3CCCCC3)C2C(=O)N1c1ccccc1 (stereo not drawn),-6.3%,-10.3,-0.9%,6.4,5.9,-0.3,4.1%,16.3%,-0.8%
CCCCCCN1CC(O)=C(c2nc3ccccc3[nH]2)C1=N,-14.4%,·,-23.9%,11.5,3.7,-0.2,4.8%,0.5%,0.9%
NC(=O)c1ccccc1OCC(=O)N1CCCC1c1ccc2c(c1)OCCCO2 (stereo not drawn),9.4%,-2.4,-1.4%,5.6,4.9,-3.3,11.5%,11.5%,-0.3%

# The listing (from the top)
SMILES,WRN helicase inh,PI5P4K alpha inh,GLP1R cytotox,DRD3 antagonist,DRD3 agonist,IL-2 act,GLP1R inv ag,GLP-1R agonist,PLK1 PBD inh
O=C1C2C3C=CC(C3=C3CCCCC3)C2C(=O)N1c1ccccc1 (stereo not drawn),-6.3%,-10.3,-0.9%,6.4,5.9,-0.3,4.1%,16.3%,-0.8%
CCCCCCN1CC(O)=C(c2nc3ccccc3[nH]2)C1=N,-14.4%,·,-23.9%,11.5,3.7,-0.2,4.8%,0.5%,0.9%
NC(=O)c1ccccc1OCC(=O)N1CCCC1c1ccc2c(c1)OCCCO2 (stereo not drawn),9.4%,-2.4,-1.4%,5.6,4.9,-3.3,11.5%,11.5%,-0.3%
COC(=O)c1ccc2[nH]c3c(c2c1)CC(C)CC3 (stereo not drawn),-11.3%,7.0,-13.2%,7.7,3.7,-0.3,?,26.4%,-4.3%
ON=C1c2ccccc2-c2cc(Br)ccc21,-11.2%,67.6,13.7%,-3.2,-2.8,-6.8,?,0.3%,3.0%
O=C1c2ccc3c4c(ccc(c24)C(=O)N1c1cccc(O)c1)CC3,-5.2%[11.6 µM],-4.2,18.8%,-4.1,-1.9,-0.2,27.4%,7.6%,-20.4%
Cc1ccc(NC(=O)CS(=O)CC(=O)NC(C)CCc2ccco2)cc1Cl (stereo not drawn),-13.9%,13.8,6.6%,-29.7,-4.6,-0.3,-12.8%,-0.6%,-16.8%
COc1ccc(C=NCC2COc3ccccc3O2)cc1OC (stereo not drawn),-11.1%,·,-8.3%,-51.0*,-27.4,-2.1,0.0%,-5.8%,-1.5%
Cc1cc(C)n(-c2ccc(C(=O)OCC(=O)Nc3ccc(S(=O)(=O)N4CCOCC4)cc3)cc2)n1,4.0%,·,-5.6%,13.2,-1.4,-2.9,8.9%,-6.9%,-2.8%
O=C(c1cc2ccccc2oc1=O)N(Cc1ccc(F)cc1)C1CCS(=O)(=O)C1 (stereo not drawn),2.9%,-3.1,-9.2%,11.7,2.1,0.8,3.6%,3.5%,1.0%
COc1ccc(CC(=O)O/N=C(\N)Cc2cccc3ccccc23)cc1,3.3%,0.1,-0.3%,-21.9,3.0,-3.4,?,15.4%,-4.5%
CC(=O)Nc1ccc(S(=O)(=O)NC(CC(=O)O)c2ccc(OC(C)C)cc2)cc1 (stereo not drawn),5.8%[57.1 µM],1.8,-5.2%,-12.2,-0.5,-1.7,5.7%,-3.7%,-5.7%
Cc1ccc(C(C)C)c(Oc2nnnn2-c2ccccc2)c1,-21.4%,·,1.3%,2.0,-2.4,-0.5,-18.6%,6.2%,-3.4%
CC1CCN(S(=O)(=O)c2ccc(C(=O)OCc3ccc4c(c3)OCO4)cc2)CC1,-1.4%,·,-4.1%,-19.0,10.2,-4.4,-9.9%,-3.7%,0.1%
O=C(c1[nH]c(C(F)(F)F)nc1-c1ccccc1)N1CCN(c2cccc(C(F)(F)F)n2)CC1,-9.1%,9.2,?,-55.5*,-6.1,-0.2,?,-6.5%,-0.1%
Oc1ccc(-c2n[nH]c(=S)n2Cc2ccccc2)cc1,-7.0%,-13.3,1.2%,10.3,-20.1,-0.5,12.3%,0.1%,-19.5%
CCN(CC)c1ccc(NC(=O)Cn2nnc(-c3cccc(OC)c3OC)n2)c(C)c1,3.9%,·,-7.3%,15.6,31.4*,-3.1,0.0%,0.1%,-0.1%
OCC1(CCOc2ccccc2)CCN(Cc2cn[nH]c2-c2ccccc2)CC1,5.0%,1.1,-6.7%,3.6,-10.0,1.4,?,-0.3%,-1.2%
CCCCn1c(N)c(N(C)C(=O)CCCn2c(=O)oc3ccccc32)c(=O)[nH]c1=O,20.2%,1.7,1.0%,0.0,-5.1,0.7,8.4%,-2.7%,2.8%
COc1ccc(NC2CCCN(C(=O)c3oc(C)cc3C)C2)cc1OC (stereo not drawn),-21.3%,6.9,6.4%,-8.0,-23.1,-3.7,10.4%,11.1%,-10.1%
O=C(/C=C/Nc1ccc(F)cc1F)c1ccc(Br)cc1,-2.9%,0.1,-5.4%,23.9,3.0,-0.7,-8.2%,5.5%,-1.7%
CC(C)(C)OC(=O)N1CCC(CC2CC(c3ccccc3)=NO2)(C(=O)O)CC1 (stereo not drawn),1.2%,4.3,-0.3%,36.0,11.4,-0.2,8.0%,3.7%,-7.0%
CCOc1ccc(S(=O)(=O)NC2CCCC2)cc1C,-2.4%,-1.8,-8.0%,-5.2,2.4,-2.0,?,29.0%,-6.7%
Cn1ccnc1SCC(=O)NC12CC3CC(CC(C3)C1)C2,-5.6%,·,5.2%,-12.6,-5.1,-1.2,4.6%,0.6%,-10.0%
c1ccc(Cc2nnc3sc(C4COc5ccccc5O4)nn23)cc1 (stereo not drawn),6.8%,·,0.1%,14.1,-1.2,0.2,-22.6%,6.4%,15µM*

# Carrying on:
SMILES,WRN helicase inh,PI5P4K alpha inh,GLP1R cytotox,DRD3 antagonist,DRD3 agonist,IL-2 act,GLP1R inv ag,GLP-1R agonist,PLK1 PBD inh
Cn1nnc(NC(=O)CSc2nnnn2-c2ccc(F)cc2)n1,6.1%,0.0,-4.6%,-16.9,-4.0,-3.7,6.6%,-0.2%,-8.8%
CCC1CCCCN1CCCNC(=O)Cn1c2ccccc2c2nc(=O)cc(C)n21 (stereo not drawn),3.8%,-4.1,7.6%,-1.8,-12.3,0.6,1.7%,-3.4%,6.7%
COc1ccc(C=O)cc1CSc1ncccc1C(=O)O,-2.9%,-10.1,-2.6%,6.6,1.9,-2.6,1.1%,0.9%,-6.9%
COC(=O)c1ccc(/C=N/NC(=O)c2ccccc2Cl)cc1,-8.7%,1.5,10.7%,-10.9,-1.6,-1.4,17.8%,7.1%,-5.3%
Cc1cccc(NC(=O)CSc2nnc(-c3cc(C)n(-c4ccccc4)c3C)o2)c1C,-3.0%,-3.1,-7.0%,-19.8,-21.7,-2.3,?,1.8%,-10.5%
Cc1cc(SCC(=O)Nc2c(C)n(C)n(-c3ccccc3)c2=O)nc2ccccc12,-10.3%,6.8,18.8%,21.7,11.7,-1.5,-18.8%,-6.4%,?
CC(C)CC(=O)Nc1ccc(C(=O)COC(=O)C2CC(=O)N(Cc3ccccc3)C2)cc1 (stereo not drawn),-2.9%,0.8,5.9%,-3.4,2.3,0.7,4.1%,4.9%,-5.2%
COc1ccc(NC(=S)Nc2ccc(S(N)(=O)=O)cc2)c(C)c1,-9.4%,-1.7,0.1%,-15.2,-11.6,0.1,13.3%,19.3%,0.0%
C[C@@H]1O[C@@H](O[C@@H]2C(=O)c3c(O)cc(O)cc3O[C@H]2c2ccc(O)c(O)c2)[C@H](O)[C@H](O)[C@H]1O,-16.0%,-0.7,?,22.8,23.5,-0.4,22.8%,-0.1%,-2.9%
Cc1ccc(CSc2nc3c(c(=O)[nH]2)CCC3)cc1,2.7%,0.2,3.7%,22.1,6.5,-2.4,0.0%,0.3%,-1.0%
Cc1ccccc1NS(=O)(=O)c1ccc2c(c1)n(C)c(=O)n2C,-0.6%,-0.3,-2.9%,12.8,20.3,-0.3,12.2%,11.6%,-7.2%
Fc1ccc(/C=N/n2cnn(Cc3ccccc3Cl)c2=S)cc1,-5.1%,-4.4,-1.0%,-13.9,6.4,0.3,?,12.4%,23.8µM*
Cc1ccc(NC(=O)Cn2c(=O)oc3ccccc32)c(C)c1,-19.1%,-4.0,12.6%,9.0,8.5,-0.8,1.5%,-25.1%,-2.8%
CNC(=O)C[C@H]1C(=O)N(c2ccc(Br)cc2)C[C@@H]1CSC,0.4%,-3.6,6.5%,-29.7,2.1,-1.5,14.7%,2.8%,6.9%
CC(=O)c1cc(C#N)c(N(C)Cc2ccccc2)nc1C,0.1%,3.0,7.8%,5.4,-0.8,-1.2,?,26.0%,-6.1%
CC1(C)CC(=O)C2=C(C1)Nc1ccccc1N1C(=O)c3ccccc3C21 (stereo not drawn),-2.3%,·,7.6%,-12.7,-3.0,-0.9,3.8%,0.2%,-5.0%
Cc1cc(C(=O)CN2C(=O)NC3(CCCC3)C2=O)c(C)n1-c1ccc2c(c1)OCO2,-9.0%,-3.2,-11.3%,-5.8,4.0,0.7,?,5.5%,2.1%
Cc1cccc(C(C)C)c1NC(=O)c1ccc(OCC2CCCO2)cc1 (stereo not drawn),-8.9%,-4.3,-0.4%,?,0.8,-1.6,-12.2%,-19.4%,3.7%
C#CCOc1ccc(Br)cc1/C=N/O,-10.3%[57.1 µM],-14.2,76.6%[activator],-1.4,1.3,3.1,1.2%,18.8%,0.0%
COc1ccccc1NC(=O)CSc1nc2ccccc2nc1N1CC(C)OC(C)C1 (stereo not drawn),-6.9%,-5.1,2.0%,7.7,3.3,-4.0,?,9.6%,-5.3%
CCCOc1ccccc1C(=O)N1CCNC(=O)C1CC(=O)OC(C)C (stereo not drawn),5.2%,-3.3,16.1%,18.0,3.3,2.5,6.3%,-12.7%,-4.8%
Nc1c(C(=O)CSc2nnc(-c3ccccc3F)o2)c(=O)[nH]c(=O)n1C1CC1,-1.2%,7.3,1.0%,8.0,1.3,7.2,5.6%,-2.1%,0.8%
CCc1ccc2oc(-c3ccc(OC)cc3)cc(=Nc3cccc(C(=O)O)c3)c2c1,-24.9%,-13.0,4.5%,-11.5,0.9,1.1,?,-0.6%,26.7µM*
Cc1cc(Cl)ccc1Oc1nccc(N(C)C)c1C#N,-7.6%,·,-16.3%,5.6,27.9,0.9,0.2%,10.1%,0.0%

# Assay outcomes deposited in PubChem BioAssay by National Center for Advancing Translational Sciences (NCATS).

# Outcome played no part in choosing rows; about 7.8% have a hit in one of these screens.
